Screening data from PubChem BioAssay.
EPAC1 ag – qHTS for Agonist of cAMP-regulated guanine nucleotide exchange factor 3 (EPAC1): primary screen. EPAC1 agonist qHTS, biochemical assay; response scale: 100% = response to 6.5 mM cAMP. Rap guanine nucleotide exchange factor 3 (Homo sapiens), O95398. Potency, µM (doses to about 154 µM), without a hit: at the highest dose activation, actives largely listed as activators. 360,000 compounds, 0.073% hits. AID 720707, 2013; further: potency means the concentration at half of the fitted maximal effect; nearly all actives have a fitted effect of over 60% in size
Target sequence (O95398 whole entry, looked up): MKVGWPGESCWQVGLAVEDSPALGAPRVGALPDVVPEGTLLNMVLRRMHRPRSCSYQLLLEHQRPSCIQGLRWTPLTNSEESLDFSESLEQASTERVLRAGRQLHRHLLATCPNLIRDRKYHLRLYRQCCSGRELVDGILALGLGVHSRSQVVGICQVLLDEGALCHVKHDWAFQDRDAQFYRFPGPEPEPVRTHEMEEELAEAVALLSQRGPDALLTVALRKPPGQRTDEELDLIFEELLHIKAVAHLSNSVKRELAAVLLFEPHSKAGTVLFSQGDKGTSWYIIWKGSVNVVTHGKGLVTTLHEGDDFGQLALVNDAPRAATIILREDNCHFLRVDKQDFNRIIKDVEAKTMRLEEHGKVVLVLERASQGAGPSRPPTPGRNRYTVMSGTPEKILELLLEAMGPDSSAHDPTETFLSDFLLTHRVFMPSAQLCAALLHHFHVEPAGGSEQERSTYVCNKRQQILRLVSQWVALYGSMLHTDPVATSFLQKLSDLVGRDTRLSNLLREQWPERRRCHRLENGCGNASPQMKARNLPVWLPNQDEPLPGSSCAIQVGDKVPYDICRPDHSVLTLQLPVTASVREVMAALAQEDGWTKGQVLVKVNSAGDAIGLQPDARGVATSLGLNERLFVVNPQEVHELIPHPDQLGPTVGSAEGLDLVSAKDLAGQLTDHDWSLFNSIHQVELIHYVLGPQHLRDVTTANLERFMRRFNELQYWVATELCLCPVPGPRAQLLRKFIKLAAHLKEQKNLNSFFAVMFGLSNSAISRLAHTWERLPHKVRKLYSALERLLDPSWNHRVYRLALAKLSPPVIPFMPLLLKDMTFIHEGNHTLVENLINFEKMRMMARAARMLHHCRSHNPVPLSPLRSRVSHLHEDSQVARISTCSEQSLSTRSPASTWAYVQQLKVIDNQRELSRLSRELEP
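Fluorescent GDP-exchange assay: 100 nM EPAC1 with 250 nM Rap1B preloaded with BODIPY-GDP and 50 uM GDP; compounds tested as concentration series, 5 min at room temperature, then read every 5 min for 30 min (ex 480/em 540 nm); normalized to 6.5 mM cAMP.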
PI5P4K alpha inh – qHTS for Inhibitors of phosphatidylinositol 5-phosphate 4-kinase (PI5P4K). PI5P4Kalpha enzyme, ADP-Glo luminescence, 60 min; active compounds read low. Phosphatidylinositol 5-phosphate 4-kinase type-2 alpha (Homo sapiens), P48426. max response, %. AID 652105, 2013. 330,000 compounds, 1.2% hits; active means max response of -50% or lower; inconclusive means between -30% and -50%; inactive means -30% or higher; further: value at the top dose of about 77 µM; on the % scale 0 is the no-effect control and ±100 the full control effect
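qHTS, 1536-well: enzyme/substrate mix, compound by pin tool, 5 microM ATP final; RT 60 min; ADP-Glo reagents 1 (45 min) then 2 (30 min); luminescence.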
CCT chaperon mod – High-Throughput Screening for Modulators of Cytosolic Chaperonin Activity; AID 651819, 2012; 360,000 compounds, 0.3% hits; purified chaperonin ATPase assay, HTRF ADP detection, 30 min; activity change, % (no concentration beside the values), hits read low; in the data active means activity change below about -30%; further: on the % scale 0 is the no-effect control and ±100 the full control effect
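ATPase activity: ADP formed was measured by HTRF Transcreener (665/615 nm ratio) after 30 min at 37 deg C with 10 uM ATP. Compounds screened at one 76 uM concentration against 40 or 20 nM TRiC in Tris pH 7.4/KCl/MgCl2/DTT buffer.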
WRN helicase inh – qHTS for Inhibitors of WRN Helicase; Bifunctional 3'-5' exonuclease/ATP-dependent helicase WRN (Homo sapiens), Q14191; 360,000 compounds, 0.46% hits; Potency, µM (top dose mostly 114 µM), without a hit: at the highest dose activity change, negative = inhibition, actives largely listed as inhibitors; WRN helicase unwinding, fluorescent forked duplex, kinetic; further: potency means the concentration at half of the fitted maximal effect; on the % scale 0 is the no-effect control and ±100 the full control effect; nearly all actives have a fitted effect of over 55% in size
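Primary qHTS, 1536-well format. 20 nM WRN + compound, 15 min RT; start with 100 nM forked fluorophore/quencher duplex, 2 mM ATP (final); kinetic read ex 525/em 598 nm.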
MmCpn inh – Inhibitors of TCP-1 ring complex (TRiC) of Methanococcus maripaludis (MmCpn): qHTS; Chaperonin Mm-Cpn (Methanococcus maripaludis); purified Mm-Cpn ATPase, ADP Transcreener TR-FRET; Potency, µM (top dose mostly 76.9 µM), for inactives: at the highest dose activity, negative = inhibition, most hits filed as inhibitors; 330,000 compounds, 0.031% hits; AID 504842, 2011; further: potency means the concentration at half of the fitted maximal effect; on the % scale 0 is the no-effect control and ±100 the full control effect; nearly all actives have a fitted effect of over 80% in size
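ATPase read-out: TR-FRET ADP immunoassay (anti-ADP Eu cryptate vs ADP-d2), ex 320 nm, em 590/665 nm; signal drops as ADP forms. Enzyme 25 nM, ATP 10 uM, 30 min at 37°C after 10 min compound preincubation.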
PLK1 PBD inh – qHTS for Inhibitors of PLK1-PDB (polo-like kinase 1 - polo-box domain): Primary Screen | Serine/threonine-protein kinase PLK1 (Homo sapiens), P53350 | 360,000 compounds, 2.8% hits | Plk1 PBD binding of FITC phosphopeptide, fluorescence polarization | Potency, µM, without a hit: max response, negative = inhibition, actives largely listed as inhibitors | AID 720504, 2013; further: potency means the concentration at half of the fitted maximal effect; series mostly up to about 57 µM; on the % scale 0 is the no-effect control and ±100 the full control effect; nearly all actives have a fitted effect of over 65% in size
EPAC2 antagonist – qHTS for Antagonist of cAMP-regulated guanine nucleotide exchange factor 2 (EPAC2): primary screen | Rap guanine nucleotide exchange factor 4 (Homo sapiens), Q8WZA2 | EPAC2 GEF exchange of Rap1B-BODIPY-GDP, fluorescence | Potency, µM (titrated, usually from 114 µM), for inactives: at the top dose activity, negative = inhibition, usual class: inhibitors | 360,000 compounds, 0.18% hits | AID 720708, 2013; further: potency means the concentration at half of the fitted maximal effect; on the % scale 0 is the no-effect control and ±100 the full control effect; nearly all actives have a fitted effect of over 45% in size; many of its hits are not listed in these tables
EPAC1 antagonist – qHTS for Antagonist of cAMP-regulated guanine nucleotide exchange factor 3 (EPAC1): primary screen; Rap guanine nucleotide exchange factor 3 (Homo sapiens), O95398; EPAC1 GEF assay, Rap1b-BODIPY-GDP exchange fluorescence; Potency, µM (highest dose often 115 µM), inactives show at the top dose activity change, negative = inhibition, actives largely listed as inhibitors; 360,000 compounds, 0.14% hits; AID 720709, 2013;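 further: potency means the concentration at half of the fitted maximal effect; plate controls were vehicle for no effect and positive control for full effect; nearly all actives have a fitted effect of over 50% in size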
Numbers without * were called inactive; ? = inconclusive; . = not tested or not shown; [ ] = another dose, or the depositor's remark. Unless noted, the call rests on the fitted dose curve; in most records, active means well fitted curve in the direction sought with a large enough effect; inconclusive means small, poorly fitted or top-dose-only effect, or another doubt; inactive means no such curve, though single readings can be large; an effect the other way counts as inactive or inconclusive. Only part of the results is shown. The share of hits here may be higher or lower than overall.

Order of results – EPAC1 ag	PI5P4K alpha inh	CCT chaperon mod	WRN helicase inh	MmCpn inh	PLK1 PBD inh	EPAC2 antagonist	EPAC1 antagonist
O=C(c1ccccc1)N(C(=O)c1ccccc1)c1ncnc2c1C(c1ccccc1)c1c(ccc3ccccc13)O2 (stereo not drawn)
 : -13%	.	.	.	-1%	.	11%	25%
CCOc1c(C)cc(S(=O)(=O)NCc2ccccn2)c(C)c1C
 : 12%	4	-4.2	-30%	0%	-10%	-3%	1%
CC(=O)Oc1ccc(C(=O)Nc2nnc(C)s2)cc1
 : -2%	5	0.2	3%	0%	-2%	5%	5%
Cc1cc(C)c2nc(N(CCCN(C)C)C(=O)c3ccc4c(c3)OCCO4)sc2c1
 : 0%	1	-2.3	-8%	0%	-13%	-27%	-5%
Cc1cc(-c2ccc(Br)s2)nc(-n2cccc2)n1
 : 0%	21	1.8	-9%	?	1%	1%	?
CCCCc1nn(-c2cc(Cl)ccc2OC)c2c1C(=O)CCC2
 : -6%	-6	-5.3	-6%	0%	-1%	-6%	-11%
COc1ccc(C(=O)C(OC(=O)CNC(=O)c2ccco2)c2ccccc2)cc1 (stereo not drawn)
 : 2%	-14	-1.4	-15%	-8%	-4%	0%	1%
CCOC(=O)N1CCC2(CC1)C(C#N)=C(N)Oc1n[nH]c(CSc3ccc(C)cc3)c12
 : 0%	-1	0.1	-18%	2%	-8%	-12%	-8%
Fc1cccc(/C=N/Nc2ccc(Cl)nn2)c1
 : 5%	8	-0.9	-1%[57.1 µM]	3%	-10%	0%	-13%
COC(=O)c1ccc(COC(=O)CNC(=O)c2ccco2)cc1
 : -1%	2	-1.1	0%	0%	-6%	4%	10%
COc1ccccc1NC(=O)CSc1ccc2nnc(-c3ccc(C)cc3)n2n1
 : -6%	-3	-4.9	0%	4%	-11%	5%	-3%
Cc1cccc(CN2CCOCCS2(=O)=O)c1
 : 2%	-4	-1.8	-1%	2%	-14%	9%	10%
O=S(=O)(c1ccccc1)N1CCN(Cc2ccccc2C(F)(F)F)CC1
 : -3%	-6	1.4	2%	1%	0%	-6%	-8%
CC(N1CCOC1=O)S(=O)(=O)c1ccccc1 (stereo not drawn)
 : -9%	1	-3.6	-6%	1%	-10%	1%	-6%
Cc1ccc(OCCNC(=O)c2ccccc2OCc2c(C)noc2C)cc1
 : 7%	9	-0.2	-4%	-3%	-1%	?	-14%
CN1CCc2ccccc2C1C1CCNCC1 (stereo not drawn)
 : -2%	.	1.4	-14%	-1%	3%	16%	14%
O=C(NCc1ccc2c(c1)OCO2)C1CC(=O)N(C2CCCCCC2)C1 (stereo not drawn)
 : 6%	.	-0.2	0%	-2%	-6%	14%	9%
O=[N+]([O-])c1ccc(O)c(/C=N/n2cnnc2)c1
 : -9%	-10	1.1	-10%	1%	-13%	1%	?
CCOC(=O)c1ccc(NC(=O)CSc2nnc(CNc3ccc(C)cc3)n2C)cc1
 : -3%	1	-1.0	7%	-2%	-9%	16%	4%
O=C1c2cc3c(cc2CCC1c1ccc2c(c1)OCO2)OCO3 (stereo not drawn)
 : -2%	?	-0.1	-13%	.	-7%	-26%	-8%
Cc1ccc2nc(Cc3ccc(N)cc3)[nH]c2c1
 : 9%	.	-9.8	-13%	0%	1%	-5%	-7%
O=C1C2C3C=CC(C4CC34)C2C(=O)N1Cc1ccccc1 (stereo not drawn)
 : -11%	2	0.1	4%	3%	-1%	12%	13%
Cc1c(C)c2ccc(OCc3ccc(C(=O)O)o3)c(C)c2oc1=O
 : 2%	-19	1.6	-26%	-1%	-8%	-8%	-18%
COC(=O)/C(=N\Nc1ccc(Cl)cc1)Sc1nnc(-c2ccc(OC)cc2)n1C
 : -7%	1	-0.7	-11%	-1%	-11%	14%	-23%
O=C(O)c1ccc(-c2ccccc2C(F)(F)F)o1
 : 1%	.	-1.1	-6%	0%	4%	-3%	5%
C=CCC[C@@H](Cc1ccc(F)cc1)C(=O)OC[C@@H](NC(=O)[C@@H](CC=C)CC(=O)N[C@@H](CO)Cc1ccccc1)C(C)(C)C
 : -22%	3	-1.3	-7%	0%	-9%	7%	-26%
COc1ccc(/C=C2\SC(=S)N(c3cccnc3)C2=O)cc1
 : -10%	2	0.5	-2%	-1%	-1%	-1%	-19%
CC1CCN(CCCNC(=O)c2cc3c(Cl)nc4ccccc4c3s2)CC1
 : 3%	-1	1.4	37%[activator]	1%	-6%	1%[57.1 µM]	-3%
CCCCOCCCNC(=O)N[C@@H](CCSC)C(=O)OC
 : 6%	.	-1.6	-2%	1%	-7%	-17%	-20%
COc1ccccc1NC(=O)C(C)OC(=O)CCSc1ccc(F)cc1 (stereo not drawn)
 : 7%	-2	-3.9	-6%	0%	-15%	-6%	-18%
N#Cc1c2n(c(=S)n(-c3ccccn3)c1=O)CCCCC2
 : 5%	-29	-0.3	-11%	-4%	-30%	-4%	-10%
Cc1ccc(NC(=O)CN(C)S(=O)(=O)c2cccc3nsnc23)cc1
 : -8%	1	-5.7	-4%	0%	1%	8%	-12%
Cc1cccc2c(=O)c(C(=O)NCCCN3CCOCC3)c[nH]c12
 : 6%	.	-1.1	0%	2%	1%	-4%	9%
Cc1nc2c(nnn2Cc2ccccc2)c(=O)n1-c1ccccc1
 : -1%	1	0.2	0%	1%	2%	19%	3%
Cn1c(=O)c([N+](=O)[O-])c(Cl)c2ccccc21
 : 3%	-7	0.3	-4%	0%	?	2%	-19%
COc1cc(CC(=O)OCC(=O)NC2CCCCC2)cc(OC)c1OC
 : 3%	1	-6.0	1%	-7%	-6%	-1%	13%
Cc1cc(NC2CCCCC2)nc(-c2ccccc2O)n1
 : 16%	19	-2.7	-6%	-1%	-2%	-20%[57.1 µM]	-21%
CN1C2CCC1CC(NC(=O)CSc1ccc(C(C)(C)C)cc1)C2 (stereo not drawn)
 : 3%	0	-3.8	-3%	0%	-14%	5%	-9%
Brc1ccc2[nH]c3c(NCc4ccccn4)ncnc3c2c1
 : -3%	-9	-0.3	-21%	-3%	-2%	4%	-26%
Nc1nc(Cl)nc2c1ncn2C1CCC(CO)O1 (stereo not drawn)
 : 7%	2	1.7	13%	.	-1%	-7%	-20%

Reformatted with bars between the fields: part of the list above
Structure | EPAC1 ag | PI5P4K alpha inh | CCT chaperon mod | WRN helicase inh | MmCpn inh | PLK1 PBD inh | EPAC2 antagonist | EPAC1 antagonist
Cc1cc(NC2CCCCC2)nc(-c2ccccc2O)n1 | 16% | 19 | -2.7 | -6% | -1% | -2% | -20%[57.1 µM] | -21%
CN1C2CCC1CC(NC(=O)CSc1ccc(C(C)(C)C)cc1)C2 (stereo not drawn) | 3% | 0 | -3.8 | -3% | 0% | -14% | 5% | -9%

(list continues)
Order of results – EPAC1 ag	PI5P4K alpha inh	CCT chaperon mod	WRN helicase inh	MmCpn inh	PLK1 PBD inh	EPAC2 antagonist	EPAC1 antagonist
CC1CCN(CC(O)COCCOc2ccc(Br)cc2)CC1 (stereo not drawn)
 : -7%	3	1.0	-8%	-2%	-4%	11%	-1%
O=C(COc1ccc2ccc(=O)oc2c1)Nc1cccc(S(=O)(=O)N2CCCCC2)c1
 : 4%	-1	-0.6	-8%	-6%	-4%	3%	-10%
c1ccc(Oc2cccc(OCCCCN3CCCC3)c2)cc1
 : 5%	1	-1.4	5%	0%	-5%	1%	3%
Cc1ccccc1NC(=O)c1ccc(C)c(S(=O)(=O)NCc2cccnc2)c1
 : 12%	6	-1.4	-20%	-1%	-12%	-5%	1%
Cc1cccc(Nc2nc(NCCCN3CCOCC3)nc(N)c2[N+](=O)[O-])c1
 : -2%	1	-1.9	-5%[57.1 µM]	-18%	2%	7%	19%
O=C(CCc1nc2ccccc2c(=O)[nH]1)Nc1ccc(N2CCCCC2)cc1
 : 10%	-2	-1.6	-4%	-6%	0%	-3%	-7%
CC1CCCN(c2ccc(C(=O)NCC3CCCO3)cn2)C1 (stereo not drawn)
 : -2%	.	-0.6	4%	-6%	-2%	5%	13%
COc1cc(C(=O)N2CCc3ccccc32)ccc1OCc1c(C)noc1C
 : -4%	5	1.1	-2%	-3%	3%	2%	-6%
O=c1[nH]n(-c2cccc3cccnc23)c(=O)c2ccccc12
 : 0%	-4	0.3	-3%	2%	-7%	8%	-4%
CC(C)CCn1c(COc2ccccc2)nn(CCC#N)c1=S
 : -15%	13	0.3	-5%	1%	-2%	-10%	-19%
COc1ccc(-c2ccc(C(=O)NCCc3ccccc3)c3occc23)c(C)c1
 : -14%	3	-3.3	-6%	.	-1%	-15%	-7%
CS(=O)(=O)N(CC(=O)NCC1CCCO1)c1ccc(Cl)c(Cl)c1 (stereo not drawn)
 : -4%	.	-3.6	-3%	-1%	3%	6%	11%
Cc1cc(N2CCOCC2)nc(SCC(=O)c2ccc(Cl)cc2)n1
 : 2%	-1	0.4	0%	-1%	-6%	-8%	0%
O=C(O)c1ccc(NC(=O)C2CC=CCC2C(=O)O)cc1 (stereo not drawn)
 : 0%	2	-2.1	-30%[57.1 µM]	0%	-7%	0%	2%
Cc1ccc(-c2nn(-c3ccc(F)cc3)cc2C(=O)NCCCN2CCCC2=O)cc1
 : -5%	7	-1.6	4%	-2%	-6%	-10%	-2%
CCN(CC)C(=O)C1=C(C)N(Cc2ccc(F)cc2)C(=O)C(CC(=O)NCc2cccc3ccccc23)C1 (stereo not drawn)
 : -5%	7	1.8	-11%	.	-14%	-21%	-5%
COc1ccccc1-c1sc2cc3c(cc2c1-c1ccc(OCCN2CCOCC2)cc1)OCO3
 : 14%	48	2.4	-10%	?	-3%	-13%	-4%
COc1ccccc1NC(=S)NC(NC(=O)C(C)C)C(Cl)(Cl)Cl (stereo not drawn)
 : 6%	-2	-2.8	-3%	0%	-8%	-3%	12%
O=C(CCN1CCN(c2ccccc2)CC1)Nc1ccccc1
 : 4%	-5	3.4	0%	0%	-4%	14%	30%
